CHOP inh = inhibitors of CHOP promoter induction, primary screen, cell-based, unfolded protein response, luciferase reporter; 3.8% of 220,000 active; inhibition, % at 10 µM; CHO-K1 CHOP-promoter luciferase, tunicamycin-induced, 15-18 h;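 active = compounds that reduced the stress-induced luciferase reporter signal by more than about 70% of percent inhibition, limit read from the data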;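 also: 0% = tunicamycin plus vehicle and 100% = wells without tunicamycin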
PPC-1+TRAIL kill = compounds killing PPC-1 cancer cells with TRAIL present, primary screen, TRAIL potentiator project, ATPLite luminescence, uHTS. PPC-1 cells + TRAIL, ATPLite viability luminescence. cell killing (% activity), % at 4 µM. 0.41% of 220,000 active. AID 1443, 2008;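 active = cell killing above 50% in the first pass at 4 µM, then a duplicate retest at 5 µM averaging 50% or more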;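 also: plate controls were cells with TRAIL plus DMSO for no effect and medium-only wells lacking cells for full effect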
14-3-3 Bad inh = inhibitors of 14-3-3 zeta/Bad binding, primary screen, biochemical, TR-FRET, bovine 14-3-3 zeta | 14-3-3 protein zeta/delta (Bos taurus), P63103 | TR-FRET 14-3-3zeta/Dy647-pBad peptide displacement, 1 h | inhibition, % at 21.7 µM | 0.71% of 220,000 active | AID 781, 2007;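 active = inhibition above about 70%, limit read from the data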;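 also: 0% = full 14-3-3 plus peptide FRET controls and 100% = background without 14-3-3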
NPY Y1 blocker = NPY-Y1 receptor antagonists, primary screen, cell-based. HEK293-CNG Y1 cells, membrane potential fluorescence; NPY at EC95, then isoproterenol. inhibition, % at 3.6 µM. Neuropeptide Y receptor type 1 (Homo sapiens), P25929. 1% of 200,000 active;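 active = inhibition above the campaign mean inhibition of all tested compounds plus 3 SD, cut at about 20% in these data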;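 also: 0% = DMSO wells given NPY plus isoproterenol and 100% = isoproterenol alone without NPY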
Target sequence (P25929 whole entry, looked up): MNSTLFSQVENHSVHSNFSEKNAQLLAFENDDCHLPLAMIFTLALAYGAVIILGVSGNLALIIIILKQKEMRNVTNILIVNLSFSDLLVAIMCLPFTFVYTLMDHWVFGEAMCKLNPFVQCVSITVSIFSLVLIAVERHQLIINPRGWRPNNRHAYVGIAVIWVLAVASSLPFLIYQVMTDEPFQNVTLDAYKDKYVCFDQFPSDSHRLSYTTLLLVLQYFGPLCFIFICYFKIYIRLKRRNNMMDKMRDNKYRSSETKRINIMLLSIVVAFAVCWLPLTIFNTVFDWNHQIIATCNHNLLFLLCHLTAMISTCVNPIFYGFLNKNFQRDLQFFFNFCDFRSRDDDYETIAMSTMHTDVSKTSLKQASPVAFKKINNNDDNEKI
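Material: HEK293 Y1/CNG channel cell line | Also added: NPY (25 nM), isoproterenol (1 µM), Ro 20-1724 (25 µM) | Compound: One concentration, 3.6 µM, in 0.4% DMSO | Schedule: 3 h dye uptake, 1 h room-temperature compound, 45 min post-isoproterenol | Signal: Membrane-potential fluorescent dye readout | Read-out: % inhibition of NPY effect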
NPY-Y1 PAM-ag = NPY-Y1 receptor potentiators or agonists, primary screen, cell-based. NPY-Y1 expressing cells, potentiator/agonist activation. activation, % at 3.6 µM. Neuropeptide Y receptor type 1 (Homo sapiens), P25929. 0.37% of 220,000 active; in the data active = activation above about 33%, passing the limit was not always enough;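 also: cells stimulated with NPY at EC10 then isoproterenol at EC100; 0% = low agonist plus stimulus and 100% = saturating agonist plus stimulus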
EP2 mod = EP2 receptor modulators, cAMP readout, primary screen, cell-based, HTRF cAMP, PGE2 stimulation; Prostaglandin E2 receptor EP2 subtype (Homo sapiens), P43116; EP2-expressing cells, cAMP HTRF FRET, PGE2 co-stimulation; induction, % at 25 µM; 0.83% of 260,000 active; AID 940, 2007;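 active = compounds whose cAMP rise, as percent of the full-agonist control response, exceeds 60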;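 also: rat C6 glioma line stably carrying human EP2 under a CMV promoter; the protocol text gives 20 µM as final concentration; 100% = response of wells given 1 µM PGE2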
TRPML3 agonist = human TRPML3 channel agonists, primary screen, cell-based, HEK293 TRPML3-YFP, Fluo-8 calcium fluorescence, 3 µM; Mucolipin-3 (Homo sapiens), Q8TDD5; 100% = the carbachol control signal; activation, % at 3 µM; 0.29% of 220,000 active; AID 1448, 2008;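 active = activation above its plate's cutoff, the mean activation of the plate's test wells plus 3 SD, cut at about 12% in these data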;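 also: 0% = DMSO only wells and 100% = carbachol wells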
Target sequence (Q8TDD5 whole entry, looked up): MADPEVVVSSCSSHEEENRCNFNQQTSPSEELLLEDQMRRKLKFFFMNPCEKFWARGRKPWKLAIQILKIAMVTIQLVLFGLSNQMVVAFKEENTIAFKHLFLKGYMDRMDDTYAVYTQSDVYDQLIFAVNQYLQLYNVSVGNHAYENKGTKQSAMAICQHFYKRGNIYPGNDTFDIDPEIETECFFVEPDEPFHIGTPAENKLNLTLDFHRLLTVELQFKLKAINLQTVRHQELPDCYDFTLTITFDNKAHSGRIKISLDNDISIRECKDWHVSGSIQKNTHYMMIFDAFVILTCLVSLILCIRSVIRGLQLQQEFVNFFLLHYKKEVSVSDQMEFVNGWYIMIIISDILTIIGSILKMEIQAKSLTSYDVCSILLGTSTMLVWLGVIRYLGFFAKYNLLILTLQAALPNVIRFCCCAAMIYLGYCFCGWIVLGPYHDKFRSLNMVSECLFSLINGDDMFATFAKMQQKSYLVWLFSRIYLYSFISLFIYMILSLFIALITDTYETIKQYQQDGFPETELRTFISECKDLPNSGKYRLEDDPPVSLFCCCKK
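system = HEK293 cells stably carrying human TRPML3-YFP | doses = one concentration, 3 µM nominal, 0.3% DMSO | timing = dye loading 1 h 37 °C then 30 min ambient, 125 s read | detection = Fluo-8 calcium dye fluorescence, ex 470-495, em 515-575 nm | benchmarks = high control carbachol 87 µM, low control DMSO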
PGE2 EP2 inh = human EP2 receptor antagonists, primary screen, TR-FRET cAMP, C6 glioma cells; Prostaglandin E2 receptor EP2 subtype (Homo sapiens), P43116; C6 glioma cells expressing human EP2; cells stimulated with saturating PGE2; inhibition, % at 25 µM; 0.52% of 260,000 active; AID 1422, 2008;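 active = percent inhibition above 40 after rounding to a whole number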;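 also: rat C6 glioma host cells with rolipram phosphodiesterase inhibitor present; the protocol text gives 20 µM as final concentration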
TRPN1 ag = zebrafish TRPN1 channel agonists, primary screen, cell-based, HEK293, calcium fluorescence. transient receptor potential cation channel N1 (TRPN1/NompC), Danio rerio. HEK293 zebrafish TRPN1-YFP, Fluo-8 calcium fluorescence; 100% = response to 87 µM carbachol. activation, % at 3 µM. 0.18% of 220,000 active. AID 1424, 2008;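 active = activation above its plate's cutoff, the mean activation of test wells on that plate plus 3 SD, cut at about 19% in these data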;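 also: 0% = DMSO alone and 100% = 87 µM carbachol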
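Assay system: Zebrafish TRPN1-YFP in HEK293 cells | Incubation: Dye loading 1 h at 37 °C, then 30 min room temperature | Measured by: Kinetic Fluo-8 fluorescence, ex 470-495, em 515-575 nm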
Numbers without * were called inactive; . = not tested or not shown; & = joins results of further samples; [ ] = remark or other dose. This is a subset; rates above refer to the full screens.

Value order – CHOP inh | PPC-1+TRAIL kill | 14-3-3 Bad inh | NPY Y1 blocker | NPY-Y1 PAM-ag | EP2 mod | TRPML3 agonist | PGE2 EP2 inh | TRPN1 ag
#1 Cc1nc2c(=O)[nH]c(=S)n(C)c2nc1C
  -6.2 | -6.8 | 6.5 | 1.9 | -3.5 | 14.3 | 0.3 | 7.4 | 0.8
#2 Cn1c(NCCN2CCOCC2)nc2c1c(=O)n(Cc1cccc(Cl)c1)c(=O)n2C
  26.4 | -0.8 | -4.8 | -1.8 | 21.0 | -1.3 | 0.6 | 15.4 | 2.2
#3 CCOC(=O)C1(Cc2cccc(Cl)c2)CCCN(C2CCN(C(C)=O)CC2)C1 (centres undefined)
  5.6 | 20.8 | -5.0 | -4.0 | 11.8 | 6.6 | 0.7 | 7.4 | -0.8
#4 C/C(=N\Nc1cc(C)nc(NCc2ccccc2)n1)c1ccc([N+](=O)[O-])cc1
  -14.7 | 0.4 | -11.7 | . | 11.9 | -24.6 | 0.8 | 7.6 | 1.9
#5 CC(=O)Nc1ccc(S(=O)(=O)Nc2cccc3[nH]ncc23)cc1
  10.6 | -2.8 | -12.8 | -0.4 | 9.9 | -7.6 | 0.5 | 5.8 | 0.4
#6 CC1(C)CC(=O)C(C2NCCc3ccccc32)=C(O)C1 (centres undefined)
  -5.8 | 2.8 | -2.2 | 1.7 | -7.7 | -5.0 | 0.7 | 24.2 | -0.4
#7 CCN(Cc1ccccc1)C(=O)Cn1cnc2c1c(=O)n(C)c(=O)n2C
  -13.7 | 9.4 | 0.6[fluorescence artefact?] | -5.4 | 11.2 | 0.3 | 0.6 | 6.6 | 0.8
#8 Cc1cc(=O)n2nc(N3CCC(C(=O)NCCc4ccccc4)CC3)sc2n1
  -17.6 | 17.3 | 1.8[fluorescence artefact?] | 0.4 | -14.7 | -21.4 | -0.4 | 1.4 | 0.3
#9 O=C(O)c1nc2ccccc2nc1C(=O)O
  -45.0 | 10.1 | 9.7 | -0.9 | -3.2 | 26.4 | 0.0 | 2.9 | -0.5
#10 COc1cc2c(cc1OC)CN(C(=O)c1ccccc1C(=O)O)CC2
  22.8 | -23.4 | 0.7 | 1.0 | 7.2 | 32.6 | -0.4 | 10.5 | -0.4
#11 CCCCOc1cccc(C(=O)NC(=S)Nc2cccnc2)c1
  -15.0 | 12.5 | 14.6 | 1.8 | -31.3 | 43.1 | -0.6 | 4.0 | -3.5
#12 CCOC(=O)c1sc(=NC(=O)CCS(=O)(=O)c2ccccc2)n(C)c1C
  -1.0 | -0.6 | -24.2 | -0.7 | 6.0 | 14.8 | 0.4 | 6.3 | 2.0
#13 OC(CN1C2=NCCCN2c2ccccc21)c1ccc(Br)cc1 (centres undefined)
  -43.7 | 20.8 | 2.0[fluorescence artefact?] | 6.8 | -29.9 | 4.2 | 0.9 | 10.2 | 0.3
#14 Cc1ccc(/C=C2\SC(=S)N(CCC(=O)NNC(=O)c3ccncc3)C2=O)cc1
  8.6 | -34.3 | -3.1 | . | 19.2 | -30.0 | 1.1 | 6.0 | 0.6
#15 CC1(C)C(c2ccccc2)=NC(c2ccc(F)cc2)N1O (centres undefined)
  5.0 | 8.2 | -1.8 | 3.5 | 4.0 | 7.6 | -0.8 | 1.7 | -1.4
#16 COc1cc(Nc2nnc(C)s2)c(Cl)cc1Cl
  27.2 | 17.1 | -0.2[fluorescence artefact?] | 4.4 | -5.4 | -11.8 | -1.5 | 17.0 | -2.2
#17 O=C(Nc1ccc(N2CCN(C(=O)c3ccco3)CC2)c(Cl)c1)c1cccnc1
  -8.7 | 23.0 | -11.1 | 8.8 | -1.9 | -10.6 | 1.0 | 1.8 | 5.8
#18 CSc1ncccc1C(=O)OCc1ccc([N+](=O)[O-])cc1
  15.3 | 6.1 | 1.1 | -5.3 | -23.7 | 7.2 | 0.1 | 8.5 | -1.3
#19 CC(C)C(NC(=O)c1ccccc1NC(=O)c1ccco1)C(=O)O (centres undefined)
  16.5 | 2.7 | 1.1[fluorescence artefact?] | 2.2 | -9.7 | 25.9 | -0.5 | 15.2 | 0.2
#20 O=C(NC1CCCCC1)C(=O)c1c(-c2ccccc2)[nH]c2ccccc12
  9.4 | 2.9 | 1.6[fluorescence artefact?] | 7.4 | 1.6 | 17.6 | -0.3 | 11.3 | -1.9
#21 COc1cccc(NC(=O)CCP(C)(=O)O)c1
  3.6 | 1.9 | 5.0 | -3.7 | 4.4 | 3.2 | 0.3 | 3.6 | 2.5
#22 CC(=O)NCCc1nc2ccccc2n1CCOc1cccc(C)c1
  -2.5 | 14.3 | 1.1 | . | 22.1 | 10.4 | -1.2 | 5.8 | 1.4
#23 O=S(=O)(c1ccccc1)n1ccc(-c2cnc(-c3ccccc3)s2)n1
  20.4 | 12.4 | 5.1 | 0.9 | -12.2 | -47.0 | 0.9 | 10.9 | 0.3
#24 O=C1C2CC=CCC2C(=O)N1c1n[nH]c(CCc2ccccc2)n1 (centres undefined)
  -23.2 | 15.0 | -3.6 | -3.6 | -3.0 | -0.5 | 0.8 | 5.2 | 0.7
#25 O=C(CC1S/C(=N/N=C/c2cccnc2)NC1=O)Nc1ccccc1 (centres undefined)
  -0.9 | 11.1 | -3.8 | -1.2 | 8.7 | 7.2 | -0.5 | 6.2 | -0.7
#26 CC(=O)N[C@@H](Cc1c[nH]c2ccccc12)C(=O)OCC(=O)Nc1ccc(S(=O)(=O)N(C)C)cc1
  11.5 | 27.6 | -27.7 | -2.1 | 7.2 | 5.0 | 0.9 | 4.4 | 1.2
#27 COc1cc(/C=N/NC(=O)C2COc3ccccc3O2)ccc1O (centres undefined)
  13.9 | -3.9 | -15.3 | . | -13.4 | -39.1 | -0.1 | 10.7 | 1.6
#28 Cc1cc(C(=O)Nc2cnn(Cc3ccc(Cl)cc3Cl)c2)no1
  18.6 | 20.0 | -0.8 | -8.4 | -3.7 | -35.4 | 0.4 | 6.8 | -0.7
#29 COc1ccc(C2CC(c3ccccc3)=NN2C(=O)COC(=O)c2cccc(S(=O)(=O)N(C)C)c2)cc1 (centres undefined)
  -6.0 | 17.6 | -2.6[fluorescence artefact?] | 4.4 | -6.9 | -5.4 | 1.6 | 7.8 | 0.0
#30 CCOc1cc(N2CCOCC2)c(OCC)cc1NC(=O)c1ccc(OC)cc1
  -21.5 | 0.5 | -8.3 | 3.2 | 8.7 | 12.5 | -0.5 | 5.1 | 1.2

The list goes on:
Value order – CHOP inh | PPC-1+TRAIL kill | 14-3-3 Bad inh | NPY Y1 blocker | NPY-Y1 PAM-ag | EP2 mod | TRPML3 agonist | PGE2 EP2 inh | TRPN1 ag
#31 Cc1ccc(S(=O)(=O)N2CCCC2C(=O)Nc2nc3ccccc3s2)cc1 (centres undefined)
  23.5 | 10.5 | 3.2 | 0.8 | 31.0 | -19.3 | -0.2 | 8.1 | -0.5
#32 CCN(CC)C(=O)c1sc(NC(=O)c2ccncc2)c(C(=O)OC)c1C
  21.9 | -8.3 | 24.5[fluorescence artefact?] | 13.0 | -16.2 | 5.8 | 0.0 | 2.3 | 0.2
#33 COC(=O)c1ccc(OCC(=O)c2ccc(O)cc2O)cc1
  -2.9 | 37.2[5 µM] | 2.5 | -3.3 | 3.2 | -7.0 | 0.5 | 0.8 | 0.4
#34 CCOC(=O)N1CCN(C(=O)c2ccc3c(SCC(=O)O)c4c(nc3c2)CCC4)CC1
  14.8 | -15.0 | 8.0[fluorescence artefact?] | 5.3 | 6.9 | 2.5 | -0.2 | 10.9 | 2.8
#35 O=C(CSc1ccc(-c2ccc(F)cc2)nn1)N1CCN(c2ccccc2)CC1
  -1.3 | -2.1 | -3.5 | -3.0 | -20.1 | 12.4 | 0.7 | 5.2 | 0.0
#36 CCC(=O)NC(Nc1nc2ccc(C)cc2s1)(C(=O)OC)C(F)(F)F (centres undefined)
  3.6 | 2.4 | -6.8 | 1.4 | -2.8 | -7.3 | 0.4 | . | -0.1
#37 NNC(=S)Nc1ccc(C(F)(F)F)cc1Cl
  -8.9 | 5.1 | -16.9 | . | -3.3 | -7.0 | 1.0 | 11.4 | 2.1
#38 O=c1cc(N2CCc3ccccc3C2)[nH]c(=O)n1C1CCCCC1
  3.3 | -4.3 | 2.9 | 1.5 | 8.8 | 1.6 | 0.9 | 16.7 | 0.3
#39 O=C(NC1CCCCC1)C1CCN(S(=O)(=O)N2CCCCCC2)CC1
  1.1 | 14.7 | -6.4[fluorescence artefact?] | -3.9 | 12.6 | -4.2 | 0.9 | 5.9 | -0.6
#40 CCC(=O)NC(=S)Nc1ccc(-c2nc3ccc(C)cc3s2)cc1
  -32.5 | 10.6 | 8.8 | -5.8 | 20.3 | 1.3 | 1.2 | 12.9 | -0.5
#41 Cc1cc(C)n(C(=O)CCC2COc3ccccc3O2)n1 (centres undefined)
  -14.3 | 14.5 | 10.8 | 10.4 | -19.6 | 6.6 | -0.5 | 8.1 | -0.5
#42 Cc1cc(Cc2cc(C)c(N)cc2C)c(C)cc1N
  11.4 | 29.9 | -10.0 | 6.9 | -1.7 | 12.1 | 0.4 | 2.7 | -1.2
#43 CC(=O)OCC1OC(n2ccc3ccccc32)C(OC(C)=O)C(OC(C)=O)C1OC(C)=O (centres undefined)
  2.9 | 14.1 | -0.1[fluorescence artefact?] | 7.9 | 25.4 | -18.3&-9.4 | 0.0 | 20.9&7.6 | -0.2
#44 Cc1cc(-c2ccccc2)nc(N2CCC(C(=O)NCC3CCCCC3)CC2)n1
  . | . | . | -3.0 | -9.8 | . | 0.0 | . | -0.9
#45 c1ccc(Nc2ccc3c4c(cccc24)CC3)cc1
  99.9* | 22.7 | -2.1 | 16.4 | -15.5 | 18.6 | 0.0 | 3.5 | -0.7
#46 Cc1nc(-c2cccc(S(=O)(=O)N3CCCCCC3)c2)cs1
  -3.1 | 24.2 | -6.8 | 7.4 | -6.4 | -21.3 | 1.8 | 1.1 | -1.7

3 of the entries above in order of their number in NPY-Y1 PAM-ag, falling:
#	Compound	NPY-Y1 PAM-ag
40	CCC(=O)NC(=S)Nc1ccc(-c2nc3ccc(C)cc3s2)cc1	20.3
36	CCC(=O)NC(Nc1nc2ccc(C)cc2s1)(C(=O)OC)C(F)(F)F (centres undefined)	-2.8
45	c1ccc(Nc2ccc3c4c(cccc24)CC3)cc1	-15.5

From PubChem
